Source: PubChem
PfHsp90 yeast 2: growth inhibition of yeast expressing Plasmodium Hsp90; S. cerevisiae expressing PfHsp90, BacTiter-Glo ATP, 48 h; yeast lacking PDR1 and PDR3 efflux regulators; hit rate 0.32% among 310,000; inhibition, % at 9.4 µM;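 active means every replicate shows inhibition above about 80%, whatever the replicate mean, limit read from the data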;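 further: 0% = DMSO neutral controls and 100% = 20 µM radicicol positive controls; yeast relying on Plasmodium falciparum Hsp90 in place of its own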
PKA-R1A act: PKA-R1A complex activation | P00514+P68181 | PKA-R1A dissociation, Cy5-IP20 fluorescence polarization; scaled: DMSO 0%, 113 µM cGMP 100% | activation, % at 11.4 µM | hit rate 0.083% among 340,000 | AID 504707;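 active means percent activation above the mean of all tested compounds plus 3 SD, cut at about 19% in these data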;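 further: higher means more PKAc released from R1A so a rise in polarization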
Tat export inh: E. coli Tat transport inhibition; E. coli MC4100 TorA-mCherry Tat export, fluorescence; inhibition, % at 10 µM; hit rate 0.036% among 340,000;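 active means mean replicate inhibition at least 50% and at least half of replicates individually reaching 50%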;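 further: exported cargo escapes ClpAP degradation while cytoplasmic cargo is degraded and loses fluorescence; 0% = median of neutral control wells and 100% = median of NaSCN control wells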
HTR5A inv ctr: HTR5A inverse agonism, opioid heterodimer counter-screen; P47898; HTR5A cell line, luminescence; inhibition, % at 9.3 µM; hit rate 0.083% among 340,000; in the data active means inhibition mostly above about 23%, no sharp cut-off; inactive means mostly below about 18%;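 further: 0% = cells with DMSO and 100% = no-cell wells with DMSO; some compounds called inactive have numbers as strong as hits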
Target sequence (P47898 whole entry, looked up): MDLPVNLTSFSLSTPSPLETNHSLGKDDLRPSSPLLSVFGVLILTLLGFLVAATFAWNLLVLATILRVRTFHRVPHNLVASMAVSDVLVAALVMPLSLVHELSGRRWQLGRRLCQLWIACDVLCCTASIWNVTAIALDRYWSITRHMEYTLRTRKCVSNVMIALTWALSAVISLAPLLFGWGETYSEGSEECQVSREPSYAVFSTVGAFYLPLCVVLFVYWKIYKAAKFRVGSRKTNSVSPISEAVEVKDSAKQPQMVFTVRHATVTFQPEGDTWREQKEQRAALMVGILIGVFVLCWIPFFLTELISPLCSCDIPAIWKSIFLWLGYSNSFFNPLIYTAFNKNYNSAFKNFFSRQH
MOR-DOR inv ag: inverse agonist of human OPRM1-OPRD1 heterodimerization. cell-based MOR-DOR heterodimer luminescence, inverse agonism. hit rate 0.21% among 340,000. inhibition, % at 9.3 µM. AID 504357; in the data active means inhibition above about 22%, passing the limit was not always enough;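 further: 0% = cells with DMSO and 100% = wells without cells with DMSO; values of inactives mirror those of a sister screen read the other way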
AddAB inh: less growth of phage-infected E. coli with AddAB | hit rate 0.29% among 330,000 | AID 435030 | inhibition, % at 11.9 µM | E. coli expressing H. pylori AddAB, absorbance growth; in the data active means inhibition above about 12%;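 further: 0% = vehicle wells of infected cells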
Mot1-301 SUMO: inhibitors of SUMOylation pathway: yeast Mot1-301 growth rescue; S. cerevisiae Mot1-301 growth rescue, ATP luminescence, 38.5C; percent above DMSO median, 100 means doubled; growth rescue, % at 18.8 µM; hit rate 1% among 320,000; AID 2716;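 active means every valid replicate shows activation above 250% relative to neutral control wells; inactive means the rest, any valid replicate at or below 250%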;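 further: OY570 slx delta 5 strain wells were the positive control but not used for scaling; some compounds called inactive have numbers as strong as hits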
OPRM1-OPRD1 ag: OPRM1-OPRD1 heterodimerization agonism. P35372+P41143. AID 504326. activation, % at 9.3 µM. cells, luminescence. hit rate 0.3% among 340,000; in the data active means activation above about 18%;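 further: 0% = vehicle-treated cells and 100% = reference agonist; values of inactives mirror those of a sister screen read the other way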
Ecoli viability: reduces bacterial viability in AddAB counter-screen | inhibition, % at 11.9 µM | E. coli V3065 growth, OD600 absorbance, 18 h | hit rate 0.27% among 330,000 | AID 449728;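 active means inhibition above the campaign's mean inhibition across all tested compounds plus 3 SD, cut at about 9.9% in these data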;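 further: uninfected addAB+ strain grown without phage in ampicillin broth; 0% = DMSO wells and 100% = ciprofloxacin 0.95 µg/ml wells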
phage Ecoli inh: E. coli growth loss with phage present | AID 651602 | inhibition, % at 11.9 µM | growth absorbance | hit rate 0.26% among 360,000; in the data active means inhibition above about 11%
PKA-R2B act: activators of human PKA-R2B complex. activation, % at 11.4 µM. AID 504700. PKA-R2B holoenzyme dissociation, Cy5-IP20 fluorescence polarization; R2B truncated from residue 108, S112A mutant; 0% DMSO only, 100% 113 µM cGMP. hit rate 0.079% among 340,000. P22694+P31323;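 active means activation above a cutoff set at the mean over all compounds plus 3 SD, cut at about 18% in these data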;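 further: higher means more holoenzyme dissociation and a rise in polarization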
Target sequence (P31323 whole entry, looked up, other chains not shown, the tested form may be a part): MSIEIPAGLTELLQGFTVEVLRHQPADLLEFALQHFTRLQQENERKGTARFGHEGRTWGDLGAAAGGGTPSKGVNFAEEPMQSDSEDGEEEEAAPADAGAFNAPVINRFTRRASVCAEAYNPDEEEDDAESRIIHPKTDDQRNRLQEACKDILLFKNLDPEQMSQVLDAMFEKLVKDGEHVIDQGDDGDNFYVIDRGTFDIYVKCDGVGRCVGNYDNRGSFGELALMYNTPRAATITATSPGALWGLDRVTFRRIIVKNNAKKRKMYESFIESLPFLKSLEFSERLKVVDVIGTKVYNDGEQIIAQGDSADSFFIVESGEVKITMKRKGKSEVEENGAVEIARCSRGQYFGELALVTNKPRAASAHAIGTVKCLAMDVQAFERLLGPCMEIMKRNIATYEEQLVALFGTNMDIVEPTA
Numbers without * were called inactive; · = not tested or not shown.

SMILES	PfHsp90 yeast 2	PKA-R1A act	Tat export inh	HTR5A inv ctr	MOR-DOR inv ag	AddAB inh	Mot1-301 SUMO	OPRM1-OPRD1 ag	Ecoli viability	phage Ecoli inh	PKA-R2B act
CN(CC(=O)Nc1ccc(OC(F)(F)F)cc1)C(=O)C1CCC1	2	-7	-4	-15	14	-0.2	-6	-3.5	-1.0	1.9	-11
CCOC(=O)c1c(C(F)(F)C(F)(F)C(F)(F)C(F)(F)F)n[nH]c1C	30	-4	7	-20	-39	2.8	-16	6.3	-1.3	0.7	1
CC(C)OCCCNC(=O)c1cccc(NC(=O)c2ccccc2)c1	7	1	-2	17	12	0.2	7	-2.2	-0.3	4.0	-1
O=S(=O)(NC1CC2CCC1C2)c1ccc(Br)cc1 (centres undefined)	108*	0	-5	-22	-45	-1.0	176	9.3	0.5	1.8	5
COc1ccc(NC(=O)CCCC(=O)c2ccccc2)c(OC)c1	-12	-1	-5	-15	3	-2.4	5	-0.6	-3.6	-0.9	1
COc1ccc(C2=NN(C3=NN=C(N)Cc4ncnn43)C(O)(C(F)(F)F)C2)cc1 (centres undefined)	8	-6	-2	-16	10	4.2	-18	-1.9	3.8	1.5	-2
CCOC(=O)CCn1nc(-c2ccc(C)cc2)c2ccccc2c1=O	·	8	-4	13	-6	2.1	-8	1.3	-1.7	0.5	8
O=C(O)c1ccccc1C(=O)N(Cc1ccccc1)Cc1ccccc1	9	-2	0	7	10	6.0	9	-1.9	-0.8	2.8	1
CC(=O)Nc1ccc(S(=O)(=O)N2CCN(S(=O)(=O)N3CCCCC3)CC2)cc1	-68	2	-4	-5	3	3.4	-3	-0.5	-0.7	1.7	3
Cc1nc2ccccn2c1C(=O)Nc1ccc2c(c1)OCCO2	·	5	11	-20	9	2.1	11	-1.7	-0.4	3.2	-3
COc1cccc(NC(=S)N2CCN(c3ccc([N+](=O)[O-])cc3)CC2)c1	22	7	3	-12	2	1.5	5	-0.3	2.9	2.1	4
COc1ccc(CCNC(=O)CSc2ccc(NC(C)=O)cc2)cc1OC	-34	-11	2	-8	1	2.5	82	-0.2	-0.4	-0.4	-1
Cc1ccccc1CCN(CC(=O)NC1CCCCC1)C(=O)c1csnn1	-49	-2	4	-41	-3	0.9	-13	0.5	3.2	3.6	7
CCC(=O)Nc1nc(OC)cc(OC)n1	-2	-3	-17	16	14	0.3	·	-2.6	-0.9	0.8	-5
COCc1ccc(CN2CCCC(C(=O)Nc3ccc(-c4cscn4)cc3)C2)o1 (centres undefined)	9	-2	2	0	3	1.7	-6	-0.5	-0.8	-1.2	1
CCn1nc(NC(=O)CC(C)C)c2cc3cccc(C)c3nc21	-7	1	-7	-22	4	-2.5	9	-0.8	-4.7	-1.0	3
CC1CCN(S(=O)(=O)c2ccc(NC(=O)Cn3nnc(-c4ccccc4F)n3)cc2)CC1	·	-10	4	-3	-22	0.8	-1	3.6	-1.4	1.8	-7
COC(=O)C(O)(CC(=O)c1ccc(OC)cc1)C(F)(F)F (centres undefined)	-23	0	5	11	2	0.7	-11	-0.4	1.2	2.4	-8
CCn1c(CNc2ccc(C)cc2)nnc1SCC(=O)NCc1ccccc1	·	-2	1	19	6	4.8	-8	-1.2	3.1	4.5	0
CCN(CC)c1ccc(C(=O)NN)cc1	-22	-7	-6	-6	5	7.3	-4	-1.1	3.0	2.4	-3
CCOc1ccccc1CNC(=O)Cn1ccc2cc(S(=O)(=O)N3CCCCCC3)ccc21	17	-4	8	-13	-11	1.2	5	2.0	-0.1	3.1	1
O=C(CN1C(=O)NC2(CCCc3ccccc32)C1=O)N1CCc2ccccc2C1 (centres undefined)	4	-9	1	-1	14	2.7	8	-2.5	0.2	3.4	4
CCn1c(=S)sc2c(=O)n(-c3ccccc3)c(=S)[nH]c21	-12	-4	-1	-5	1	4.3	9	-0.3	-0.7	1.1	5
CCCCn1c(SCC(=O)N(C)C2CCS(=O)(=O)C2)nc2cc(S(N)(=O)=O)ccc21 (centres undefined)	-8	0	-4	20	8	-1.0	53	-1.5	-1.0	2.0	3
CCN(CC)CCNc1ccnc2cc(Cl)ccc12	·	-6	-6	-4	-2	1.1	6	0.3	0.3	6.6	-12
O=C(Nc1nnc(C2CC2)s1)c1cc([N+](=O)[O-])ccc1N1CCCCC1	-8	1	-2	-4	5	-2.0	67	-0.9	-1.6	0.3	-3
COc1ccc(C(=O)OCc2nc(N)nc(Nc3ccccc3C)n2)cc1OC	-1	5	14	12	-5	-0.2	7	0.8	1.3	2.0	6
CC(C)C(=O)Nc1ccc(C(=O)Nc2nnc(C(C)C)s2)cc1	4	-13	1	-1	7	1.9	17	-1.2	0.8	6.1	-12
CC(C)(C)c1ccc(Oc2ccc(N)cc2)cc1	-8	-14	-1	21	-14	2.8	-2	2.6	-3.0	4.5	-13
O=C(NCC(c1ccco1)N1CCOCC1)c1ccccc1 (centres undefined)	·	2	3	-26	3	-0.6	·	-0.7	-1.1	1.9	-6
COc1cc(-c2noc(C)c2/C=C/c2ccc(N)cc2)cc(OC)c1OC	-24	-9	-1	-17	9	-0.4	31	-1.6	-1.2	3.4	-11
O=C(c1ccco1)N1N=C(c2ccco2)CC1c1ccc(Cl)cc1Cl (centres undefined)	-21	0	-1	-8	-7	2.0	-12	2.0	0.2	3.5	-8
COc1ccc(-n2c3c(cc(C(=O)N4CCC(C)CC4)c2=O)C(=O)CC(C)(C)C3)cc1	-3	6	4	4	8	4.4	62	-1.6	-0.9	2.7	1
COc1ccc(NC(=S)Nc2cccc(S(=O)(=O)N3CCCCC3)c2)cc1	-1	-8	4	11	16	2.5	134	-2.9	1.5	4.8	9
Cc1cc(C)nc(/N=C2\NC(=O)CC(C(=O)O)N2c2ccc(Cl)cc2Cl)n1 (centres undefined)	16	-1	5	14	16	2.0	39	-2.7	-0.9	4.0	-1
N#CC1=C(N)Oc2n[nH]c(-c3cccs3)c2C1C1C=CCCC1 (centres undefined)	-5	5	5	-7	-18	-0.5	58	3.0	-0.7	3.3	-5
O=C(COC(=O)COc1ccc(Cl)cc1Cl)NC1CCS(=O)(=O)C1 (centres undefined)	·	1	-2	8	6	1.7	-12	-1.6	0.2	2.5	-3
CCCCC/C(=N\NC(=O)Nc1ccccc1)c1ccccc1	-8	-3	-12	-12	-9	0.1	3	1.8	0.7	4.4	-13
COc1cccc(-c2c(C(=O)N/N=C/C3CC=CCC3)nnn2-c2nonc2N)c1 (centres undefined)	-2	-6	-3	9	7	-0.6	-14	-1.3	2.3	3.2	-8
Cc1ccsc1C(=O)N1CCCC(N(C)Cc2ccccc2)C1 (centres undefined)	4	-8	5	-8	7	3.4	282	-1.2	1.8	-0.4	-10
N[C@@H](Cc1ccc(O)cc1)c1nnc([C@H](CC(=O)O)NC(=O)C2CCNCC2)o1	-14	-14	-8	1	4	1.0	4	-0.8	-2.4	2.7	-15
O=C(Nc1ccc(S(=O)(=O)N2CCC(C(=O)NC3CCCCC3)CC2)cc1)c1ccco1	-16	-6	-6	2	7	2.8	-4	-1.2	-1.4	4.0	2
CCC(Oc1cc(Cl)ccc1Cl)C(=O)NN1C(=O)C2C3CCC(C3=C(C)C)C2C1=O (centres undefined)	-9	2	-2	-27	-27	3.4	16	4.8	0.5	2.0	-7
CCCOc1ccc(S(=O)(=O)NCc2ccc(OC)cc2)cc1	0	-6	7	13	-7	-0.3	5	1.6	-1.2	2.6	-2
CCc1ccc(OCC(=O)NNC(=O)C2CCN(c3ncnc4sc(C)c(C)c34)CC2)cc1	·	7	1	26	8	0.9	·	-1.4	0.3	0.0	0
CC(C)C1Cc2c(sc(NC(=S)NC(=O)c3ccccc3)c2C#N)CO1 (centres undefined)	-10	0	-6	2	12	-0.1	59	-2.4	-0.8	5.0	-3
CC(C)(C)OC(=O)N1CCC[C@H]1c1nnc(SCc2c(F)cccc2Cl)o1	17	0	5	-4	-2	0.6	-12	0.6	-1.2	1.1	-12
CCc1ccc(/C(C)=N/NC(=O)CNC(=O)/C=C/c2ccco2)cc1	-26	2	3	-9	-10	1.5	7	1.8	-1.8	·	5

Arranged by heavy-atom count (smallest number first): some entries from above.
SMILES	PfHsp90 yeast 2	PKA-R1A act	Tat export inh	HTR5A inv ctr	MOR-DOR inv ag	AddAB inh	Mot1-301 SUMO	OPRM1-OPRD1 ag	Ecoli viability	phage Ecoli inh	PKA-R2B act
CCCCC/C(=N\NC(=O)Nc1ccccc1)c1ccccc1	-8	-3	-12	-12	-9	0.1	3	1.8	0.7	4.4	-13
O=C(COC(=O)COc1ccc(Cl)cc1Cl)NC1CCS(=O)(=O)C1 (centres undefined)	·	1	-2	8	6	1.7	-12	-1.6	0.2	2.5	-3
CCc1ccc(/C(C)=N/NC(=O)CNC(=O)/C=C/c2ccco2)cc1	-26	2	3	-9	-10	1.5	7	1.8	-1.8	·	5
CC(C)C1Cc2c(sc(NC(=S)NC(=O)c3ccccc3)c2C#N)CO1 (centres undefined)	-10	0	-6	2	12	-0.1	59	-2.4	-0.8	5.0	-3
CC(C)(C)OC(=O)N1CCC[C@H]1c1nnc(SCc2c(F)cccc2Cl)o1	17	0	5	-4	-2	0.6	-12	0.6	-1.2	1.1	-12
N[C@@H](Cc1ccc(O)cc1)c1nnc([C@H](CC(=O)O)NC(=O)C2CCNCC2)o1	-14	-14	-8	1	4	1.0	4	-0.8	-2.4	2.7	-15
CCC(Oc1cc(Cl)ccc1Cl)C(=O)NN1C(=O)C2C3CCC(C3=C(C)C)C2C1=O (centres undefined)	-9	2	-2	-27	-27	3.4	16	4.8	0.5	2.0	-7
O=C(Nc1ccc(S(=O)(=O)N2CCC(C(=O)NC3CCCCC3)CC2)cc1)c1ccco1	-16	-6	-6	2	7	2.8	-4	-1.2	-1.4	4.0	2
CCc1ccc(OCC(=O)NNC(=O)C2CCN(c3ncnc4sc(C)c(C)c34)CC2)cc1	·	7	1	26	8	0.9	·	-1.4	0.3	0.0	0

Remaining list, next part:
SMILES	PfHsp90 yeast 2	PKA-R1A act	Tat export inh	HTR5A inv ctr	MOR-DOR inv ag	AddAB inh	Mot1-301 SUMO	OPRM1-OPRD1 ag	Ecoli viability	phage Ecoli inh	PKA-R2B act
Cc1cc(NC(=O)c2ccccc2)sc1C	-8	3	-1	1	2	0.2	39	-0.4	-1.8	0.6	7
COc1ccc(C(=O)Cn2c(N3CCCCC3)nc3c2c(=O)n(C)c(=O)n3C)cc1OC	-18	5	-1	-4	15	·	·	-2.8	·	5.7	3
CCOC(=O)C1CCN(c2ccccc2CN2CCN(c3ccccc3OCC)CC2)CC1	3	2	-2	-6	-17	0.8	-24	2.9	-0.3	·	8
CCN(CC)c1ccc(-n2c(O)c(C=C3N=c4ccccc4=N3)sc2=S)cc1	28	-1	-16	14	-12	5.0	5	2.1	0.5	3.0	4
